Screening results deposited in PubChem by several laboratories.
aDG glyco up – alpha-DG glycosylation activation | Pro5-aDG cells, alpha-DG glycosylation AlphaScreen (IIH6); 0% Pro5, 100% B10-LARGE cell signal | activation, % at 10 µM | hit rate 0.22% among 360,000;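 active means activation of at least 8% versus controls, or a plate z-score of at least 8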;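 further: Pro5 are CHO cells carrying HIG-tagged alpha-DG that lacks glycosylation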
m5-HT2A agonist – activates the mouse 5-HT2A serotonin receptor. P35363. AID 624169. hit rate 0.66% among 360,000. activation, % at 7.6 µM. CHO-K1 mHTR2A beta-arrestin complementation, luminescence; percent of 30 µM serotonin response;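 active means activation above a run cutoff, the mean activation of all tested compounds plus 3 SD, cut at about 14% in these data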;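 further: 0% = plate median of compound wells and 100% = 30 µM serotonin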
Target sequence (P35363 whole entry, looked up): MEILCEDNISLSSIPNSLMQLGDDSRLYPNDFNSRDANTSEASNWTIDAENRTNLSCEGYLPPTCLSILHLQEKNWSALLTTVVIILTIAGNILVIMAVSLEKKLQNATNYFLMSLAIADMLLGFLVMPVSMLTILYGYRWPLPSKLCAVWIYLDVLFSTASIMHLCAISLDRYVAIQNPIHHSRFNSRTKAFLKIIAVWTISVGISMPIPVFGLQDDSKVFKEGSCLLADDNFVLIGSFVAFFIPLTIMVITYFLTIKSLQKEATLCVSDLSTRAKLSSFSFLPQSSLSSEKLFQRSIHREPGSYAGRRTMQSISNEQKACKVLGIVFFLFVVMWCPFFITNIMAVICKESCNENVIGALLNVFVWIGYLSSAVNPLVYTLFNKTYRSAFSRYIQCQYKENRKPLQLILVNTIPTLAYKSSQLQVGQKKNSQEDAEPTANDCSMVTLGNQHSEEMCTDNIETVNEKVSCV
Vif inh – HIV Vif inhibition. AID 602346. hit rate 0.35% among 340,000. HEK293T cells, Vif self-association by quenched fluorescence, imaging, 24 h. inhibition, % at 7.49 µM; in the data active means inhibition above about 50%, passing the limit was not always enough; further: some results filed as inactive read as strong as hits
PDI inh – PDI (human) enzyme inhibition; P07237; PDI insulin aggregation turbidity, A650, 90 min; inhibition, % at 10 µM; hit rate 0.052% among 350,000;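 active means mean inhibition across replicates of 30% or more, whatever share of single replicates reach that level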;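 further: absorbance from insulin aggregation driven by PDI reduction with DTT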
Glyco luc inh – blocks N-linked glycosylation in D54 reporter cells | D54 ERlucT glycosylation luciferase reporter, 24 h; percent of 100 nM tunicamycin response | reporter increase, % at 12.5 µM | hit rate 0.23% among 360,000 | AID 588692;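 active means mean luciferase reporter signal, scaled so untreated is 0 and the glycosylation-blocking control 100, at or above a set limit in every replicate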;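 further: luciferase carries N-glycosylation sites so blocking glycosylation raises the light; 0% = median of neutral control wells and 100% = median of 100 nM tunicamycin wells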
ABCB6 inh MLPCN – blocks the human ABCB6 transporter. hit rate 0.19% among 360,000. fluorescence ratio to DMSO, % at 10 µM. AID 602162. Q9NP58. K562-ABCB6 porphyrin accumulation, flow cytometry, 1 h; hits give low values;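 active means fluorescence ratio to DMSO below 75%, the collection mean minus 3 SD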;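 further: signal is porphyrin accumulated inside mitochondria; 100% equals median channel fluorescence of DMSO control wells; lower ratio means ABCB6 inhibition with less porphyrin fluorescence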
MC4R ag barr – agonists of human melanocortin 4 receptor (MC4R) beta-arrestin | activation, % at 8.9 µM | U2OS MC4R beta-arrestin complementation, luminescence; percent of melanotan II response, DMSO zero | hit rate 0.98% among 360,000 | P32245;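 active means activation above a per-plate cutoff, the mean activation of sample wells on that plate plus 3 SD, cut at about 8% in these data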
Target sequence (P32245 whole entry, looked up): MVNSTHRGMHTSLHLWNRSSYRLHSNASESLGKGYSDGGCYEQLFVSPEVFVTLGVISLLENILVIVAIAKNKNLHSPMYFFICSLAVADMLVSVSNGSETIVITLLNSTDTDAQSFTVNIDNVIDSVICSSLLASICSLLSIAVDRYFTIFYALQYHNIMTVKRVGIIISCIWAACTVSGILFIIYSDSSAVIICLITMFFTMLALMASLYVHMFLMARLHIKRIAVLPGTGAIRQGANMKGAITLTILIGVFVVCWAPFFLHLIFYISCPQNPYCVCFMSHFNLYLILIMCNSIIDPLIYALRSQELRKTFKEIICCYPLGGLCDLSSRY
CaV13 FRET inh – Disruptors of the CACNA1D IQ motif to Ca2+-dependent inactivation inhibitor domain association, primary screening, Förster resonance energy transfer in intact living … | HEK cells, CFP/YFP FRET ICDI-IQ, plate reader, 10 min; percent FRET-ratio fall versus neutral wells | inhibition, % at 12.3 µM | hit rate 0.098% among 340,000;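 active means mean replicate inhibition of at least 30% and at least 1% of replicates passing that level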;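 further: 0% = median of the neutral control wells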
MC4R antag cAMP – antagonists of human melanocortin 4 receptor (MC4R); P32245; MC4R-expressing cells, MTII-stimulated cAMP, LANCE TR-FRET; inhibition, % at 6.5 µM; hit rate 0.48% among 360,000;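 active means inhibition above its plate's cutoff, the mean of tested wells on that plate plus 3 SD, cut at about 29% in these data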;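 further: 0% = Melanotan II alone and 100% = Melanotan II plus saturating MCL0020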
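Assay system: U2OS cells stably expressing human melanocortin 4 receptor (MC4R) / Dosing: 6.5 µM / Timing: compound 30 min, challenge 1 h, detection 1 h / Measured by: Eu-cAMP/anti-cAMP TR-FRET, emission 671 nm / Replicates: singlicate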
Cardio protect – protects H9c2 cardiomyocytes from peroxide injury; H2O2 injury protection, ATPLite, 2 h; protection from H2O2 cell death, % at 20 µM; hit rate 0.63% among 360,000; AID 588492;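 active means compounds giving at least 50% protection of heart cells from peroxide-induced death in the single-dose screen, raw or plate-pattern-corrected value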;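 further: 0% = DMSO wells with peroxide and 100% = DMSO wells without peroxide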
An asterisk follows results filed as active; . = no result given.

SMILES | aDG glyco up | m5-HT2A agonist | Vif inh | PDI inh | Glyco luc inh | ABCB6 inh MLPCN | MC4R ag barr | CaV13 FRET inh | MC4R antag cAMP | Cardio protect
COc1cc(-c2nnc(Cn3cc(C(F)(F)F)ccc3=O)o2)cc(OC)c1OC | 0.4 | 5 | 3 | -3 | 3 | 95 | -0.6 | -5 | 1 | 4
CCn1cc(NC(=O)Nc2ccccc2C(=O)OC)c(C(N)=O)n1 | 0.2 | 5 | . | -10 | 3 | 94 | -0.6 | -7 | -3 | 19
C=CCN1C(=O)S/C(=C\c2ccc3c(c2)n(C)c(=O)n3C)C1=O | 0.6 | 2 | -10 | -11 | 6 | 96 | -3.2 | -2 | -6 | 10
Cc1nnc(SCC(=O)NC2CCCCC2)n(N)c1=O | -0.1 | 2 | 6 | 8 | -1 | 102 | -0.7 | -7 | 5 | 6
O=C(NCCNC(=O)c1ccc(F)cc1)c1ccc(F)cc1 | 0.1 | -6 | 10 | -32 | 1 | 97 | -2.7 | -19 | -7 | 8
O=C(c1[nH]c(C(F)(F)F)nc1-c1ccccc1)N1CCCN(Cc2ccc(F)cc2)CC1 | 0.0 | 0 | 8 | . | 1 | 94 | . | -9 | . | -2
COC(=O)c1cc(-c2ccc(OC)c(OC)c2)c2c(=O)[nH]c(=O)n(C)c2n1 | 0.2 | 6 | 4 | 7 | 2 | 102 | 0.2 | -18 | 4 | 3
Cc1ccccc1-c1nnc(SCC#N)o1 | 1.3 | -1 | 0 | 2 | 1 | 95 | -0.9 | -7 | 4 | -6
CC(=O)Nc1ccc(S(=O)(=O)NNC(=O)NC23CC4CC(CC(C4)C2)C3)cc1 | -0.2 | 1 | -19 | -2 | 3 | 104 | 0.1 | -3 | -3 | 5
O=C(NC1CCCC1)c1ccc(CS(=O)(=O)Cc2ccccc2Cl)o1 | 0.1 | -6 | 24 | -3 | 1 | 95 | -2.2 | -7 | 1 | 4
CCCNc1nc2c(c(=O)n(C)c(=O)n2C)n1CCC(C)C | -0.1 | -1 | 21 | 9 | 3 | 101 | -0.2 | . | 1 | -4
CC1CCCC(C)N1C(=O)c1cc(-c2ccco2)on1 (configuration not stated) | -0.1 | 5 | -1 | 6 | 3 | 100 | 0.2 | -7 | -4 | 1
O=C(c1cc(COc2ccc3ncccc3c2)on1)N1CCC[C@H]1CO | 5.5* | 3 | . | 4 | . | 99 | -2.9 | -10 | -4 | -21
COC(=O)CSc1nnc(CNC(=O)c2ccc(OC)c(OC)c2)n1C | -0.1 | -2 | 9 | -5 | 4 | 95 | 2.8 | 7 | 7 | 6
Cc1c(C)c2cc(Cl)c(OCC(=O)N3CCN(c4ccc(F)cc4)CC3)cc2oc1=O | 0.0 | -1 | -7 | 8 | 0 | 101 | 0.2 | -5 | 3 | -2
O=C(CS(=O)(=O)Nc1ccc(F)cc1Cl)Nc1ccc(F)cc1Cl | 0.0 | 6 | -5 | 3 | 0 | 98 | -1.3 | -4 | 8 | -10
Cc1nnc(SCC(=O)N2CCN(S(=O)(=O)c3ccccc3)CC2)[nH]c1=O | -0.1 | 8 | -2 | -4 | 1 | 112 | -2.6 | . | 0 | -3
Cc1cc(C(=O)N2CCc3ccccc3C2)n[nH]1 | 0.1 | 12 | 7 | -4 | 3 | 98 | -1.2 | -2 | 3 | -1
O=C1C=C(c2ccc(F)nc2)C[C@@H](c2ccc3c(c2)OCO3)C1 | 0.0 | -9 | -1 | 5 | -4 | 101 | -0.7 | -3 | -1 | -5
CCCCNC(=O)CN1C(=O)CSc2ccc(S(=O)(=O)N3CCOCC3)cc21 | -0.1 | 5 | -3 | 10 | -1 | 98 | -0.3 | -9 | 55* | 1
CC(C)c1csc(CN2CCCC(CNC(=O)c3cccc4ccccc34)C2)n1 (configuration not stated) | 0.2 | -2 | -9 | 2 | -2 | 98 | -1.3 | -5 | -3 | -4
COc1c(C)cc(S(=O)(=O)N2CCOCC2)c(C)c1C | -0.2 | 0 | -2 | -5 | 0 | 95 | -0.1 | -2 | 2 | -2
CCC(C)COC(c1ccccc1)(c1ccccc1)C(Oc1nc(C)cc(C)n1)C(=O)O (configuration not stated) | 0.0 | 5 | 14 | 8 | -2 | 92 | 1.3 | -2 | 8 | 8
COc1ccc(NC(C)=O)cc1S(=O)(=O)Nc1cccc(S(=O)(=O)NC2=NCCC2)c1 | 0.1 | -2 | 23 | -8 | 2 | 97 | -1.9 | -3 | 13 | 10
[2H]C([2H])(CCOS(N)(=O)=O)c1ccccc1 | 0.0 | 0 | -3 | 4 | 2 | 96 | 0.8 | -4 | 12 | -3
CCc1cccc2c(C(=O)C(NC(C)CC)c3ccccc3)c[nH]c12 (configuration not stated) | 0.6 | -3 | -5 | -1 | -8 | 96 | -1.6 | -2 | 1 | 1
Cc1cc(N/C=C/C(=O)c2cccs2)ccc1F | 0.1 | -3 | 29 | 14 | -8 | 102 | -1.9 | -4 | 0 | -21
OCc1ccccc1-c1cccc2nccn12 | 0.0 | 2 | -2 | -7 | 2 | 104 | -1.8 | . | 8 | 14
Cc1ccc2c(c1)nnn2C1CCN(CC(=O)Nc2ccccc2N2CCOCC2)CC1 | 0.6 | -1 | . | 4 | 13 | 96 | 0.6 | . | 27 | 3
COc1cc(/C=C/C(=O)O)cc(S(=O)(=O)N2CCCc3ccccc32)c1OC | 0.0 | 0 | 1 | -3 | 2 | 97 | 1.5 | -2 | 13 | 8
COC(=O)c1ccc(CSc2nc3sc4c(c3c(=O)n2C)CCCC4)o1 | 0.2 | 0 | -4 | -12 | -1 | 99 | -1.5 | -9 | -4 | -20
Nc1ccc2nn(-c3cc([N+](=O)[O-])ccc3O)nc2c1 | -0.3 | 5 | 12 | 6 | 1 | 98 | 1.2 | -9 | 29* | 3
CC(C)C(NC(=O)c1ccccc1)C(=O)OCn1nnc2ccccc2c1=O (configuration not stated) | -0.1 | 1 | 1 | 9 | 1 | 92 | -1.8 | -6 | 6 | -4
O=C(c1ccc(S(=O)(=O)N2CCCCC2)cc1)N1CCCC(C(F)(F)F)C1 (configuration not stated) | -0.1 | 9 | 2 | 2 | 1 | 100 | 2.1 | -6 | 6 | -2
COc1cccc(/C=N/NC(=O)c2cnccn2)c1O | 0.2 | -4 | 6 | 0 | 1 | 98 | -2.8 | -3 | -4 | 17
COc1cc2c(cc1[N+](=O)[O-])-c1ccc([N+](=O)[O-])cc1C2=NO | -0.4 | -6 | . | 0 | 3 | 93 | -2.4 | -3 | -22 | -3
Cc1ccc(C(=O)NC(C)C2CCCO2)o1 (configuration not stated) | -0.1 | 1 | . | 3 | 2 | 93 | 0.0 | . | 3 | -3
C/C(=N/NS(=O)(=O)c1ccc(C(C)C)cc1)c1ccncc1 | 0.4 | 7 | 14 | -2 | -2 | 99 | -0.4 | -6 | 1 | -8
O=C(O)c1cc(-c2ccc3c(c2)OCO3)nc2ccccc12 | 0.0 | 1 | 1 | -3 | 1 | 101 | -1.0 | -4 | 1 | -8
CCN(Cc1ccccc1)S(=O)(=O)CCNC(=O)c1ccc(OC)cc1 | 0.2 | -6 | -2 | 4 | -1 | 99 | -3.9 | -14 | 5 | -2

Retrieved by compound from above:
SMILES | aDG glyco up | m5-HT2A agonist | Vif inh | PDI inh | Glyco luc inh | ABCB6 inh MLPCN | MC4R ag barr | CaV13 FRET inh | MC4R antag cAMP | Cardio protect
Nc1ccc2nn(-c3cc([N+](=O)[O-])ccc3O)nc2c1 | -0.3 | 5 | 12 | 6 | 1 | 98 | 1.2 | -9 | 29* | 3
Cc1ccc(C(=O)NC(C)C2CCCO2)o1 (configuration not stated) | -0.1 | 1 | . | 3 | 2 | 93 | 0.0 | . | 3 | -3
COC(=O)c1ccc(CSc2nc3sc4c(c3c(=O)n2C)CCCC4)o1 | 0.2 | 0 | -4 | -12 | -1 | 99 | -1.5 | -9 | -4 | -20
CCN(Cc1ccccc1)S(=O)(=O)CCNC(=O)c1ccc(OC)cc1 | 0.2 | -6 | -2 | 4 | -1 | 99 | -3.9 | -14 | 5 | -2
O=C(O)c1cc(-c2ccc3c(c2)OCO3)nc2ccccc12 | 0.0 | 1 | 1 | -3 | 1 | 101 | -1.0 | -4 | 1 | -8

Later entries.
SMILES | aDG glyco up | m5-HT2A agonist | Vif inh | PDI inh | Glyco luc inh | ABCB6 inh MLPCN | MC4R ag barr | CaV13 FRET inh | MC4R antag cAMP | Cardio protect
O=C(CCn1cnc(-c2ccccc2)c1-c1ccccc1)N/N=C/c1ccccc1O | 0.5 | 11 | -20 | 3 | 6 | 99 | -3.4 | 12 | -25 | 57*
C/C(=N\NC(=O)c1cccnc1)c1nnn(-c2nonc2N)c1C | 0.3 | 0 | -7 | 2 | 3 | 98 | -0.4 | -12 | 8 | 3
Cc1c(C)c2ccc(OCC(=O)Nc3ccc(N4CCC(C)CC4)cc3)cc2oc1=O | 0.6 | 0 | -8 | 2 | -4 | 96 | 3.3 | -2 | 11 | -7
COc1ccc(CC(=O)Nc2ccc(S(=O)(=O)N(C)C3CCN(C)CC3)cc2)cc1 | -0.1 | 2 | 8 | 3 | 1 | 104 | -1.1 | -5 | 7 | -3
CCNC(=O)c1ccccc1SCc1ccccc1 | 0.1 | 4 | 9 | 1 | -1 | 107 | -2.6 | -5 | 0 | 2
COc1ccc(C(=O)Nc2cc(Cl)ccc2Cl)c(OC)n1 | 0.0 | 4 | 7 | 1 | 0 | 103 | -0.1 | . | 10 | -15
COc1ccccc1NC(=O)COn1nnc2ccc(S(=O)(=O)N3CCOCC3)cc21 | -0.2 | 0 | -2 | 0 | 0 | 97 | -0.5 | -6 | 6 | 1
COC(=O)c1c(NC(=O)c2ccc(N(C)S(=O)(=O)c3ccc(C)cc3)cc2)sc2c1CCCC2 | 0.0 | 0 | 4 | -6 | -1 | 98 | -1.4 | -5 | 1 | -2
O=C(N/N=C(\CC(=O)c1cccs1)C(F)(F)F)c1cccnc1 | -0.2 | -4 | -2 | 4 | 2 | 102 | -1.2 | -5 | 5 | -4
O=C(CCCN1C(=O)/C(=C/c2cccs2)SC1=S)Nc1ccc(C(=O)O)cc1 | 0.0 | -2 | 2 | 2 | 1 | 101 | 0.6 | 8 | -6 | 3
CCN1CCCC(NC(=O)c2cc([N+](=O)[O-])ccc2OC)C1 (configuration not stated) | -0.1 | -2 | -4 | -6 | -4 | 100 | 1.9 | -2 | 2 | 3
CCc1nnc(NS(=O)(=O)c2ccc(NCc3cc(Cl)ccc3O)cc2)s1 | 0.1 | 2 | 7 | 0 | 2 | 98 | -0.9 | -4 | 15 | 0
O=C(c1ccccc1)c1ccc(N2CCN(C(=O)c3cccc(F)c3F)CC2)c(F)c1 | 0.4 | -2 | -2 | -3 | -3 | 99 | 1.9 | -6 | 20 | -6
Cc1ccc2c(c1)[C@H]1[C@H](CO2)[C@H](c2ccccc2)[C@]2(C)C(=O)NCC(=O)N12 | 0.2 | -6 | -1 | -8 | 0 | 97 | -1.8 | -11 | -2 | 2
CCCN(C(=S)Nc1ccccc1)C1CCS(=O)(=O)C1 (configuration not stated) | 0.6 | -3 | 4 | -13 | 0 | 98 | -0.9 | -5 | 3 | 2
